Assay outcomes: PubChem BioAssay, several laboratories
IL1B cytotox: HUVEC cytotoxicity counter-screen, IL-1B stimulated; HUVEC cell count loss, Hoechst imaging; cell count reduction, % at 2 µM; actives 0.41% (n = 94,000); AID 845;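 active = cell count reduction more than 3 SD above the screen-wide mean, cut at about 70% in these data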;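 also: normalized per plate to untreated control cells as the no-loss baseline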
hDAT+cocaine: human DAT dopamine uptake with cocaine, either direction; Q01959; LLC-PK1 hDAT cells, [14C]-dopamine uptake with cocaine IC80; actives deviate in either direction; actives 1.3% (n = 110,000); B-score at 10 µM;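 active = Z score or B-score, a plate-position-corrected score, falls beyond the plate's 99.7% confidence bounds, in either direction; inactive = both scores lie inside the 99.7% bounds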;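 also: scored against the spread of the other compound wells on the same plate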
TNFa cytotox: toxic to HUVEC cells under TNF alpha stimulation; HUVEC TNFalpha-stimulated, Hoechst cell count, imaging; cell count reduction, % at 2 µM; actives 0.17% (n = 93,000); AID 848;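 active = cell count reduction exceeding the screen mean by over 5 SD, scaled to untreated wells per plate, cut at about 78% in these data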;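 also: cells counted after 24 h of TNF alpha exposure following the 1 h pretreatment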
VCAM1 TNFa inh: reduces TNF alpha induced VCAM1 expression in HUVEC; HUVEC TNFa-induced VCAM-1 immunofluorescence, high-content imaging; inhibition, % at 2 µM; actives 0.48% (n = 95,000); AID 802;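 active = inhibition above the batch mean plus 3 SD, with images confirmed as a hit by eye, cut at about 37% in these data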;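 also: 0% = TNF-stimulated DMSO wells and 100% = unstimulated control wells; not every result past the cut was called active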
MT1-MMP txn act: activates MT1-MMP transcription; HT1080 MT1-MMP promoter luciferase reporter, luminescence, overnight; hits give high values; activation factor at 10 µM; actives 0.16% (n = 86,000); AID 750;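 active = activation factor of at least 2 for MT1-MMP transcription at 10 µM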
Smad3 FoxH1 inh: Smad3 (human) transcription factor binding inhibition. inhibition, % at 25 µM. actives 0.29% (n = 88,000). TR-FRET Smad3/Dy647-FoxH1 peptide binding, europium anti-His. P84022;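 active = compounds that reduce the energy-transfer binding signal between the protein and its labelled peptide by more than half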;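 also: 0% = Smad3 plus labelled peptide maximal FRET and 100% = peptide-only background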
Calb biofilm kill: kills Candida albicans biofilms; AID 834; C. albicans biofilm + clotrimazole, Alamar Blue; actives 0.14% (n = 85,000); inhibition, % at 6 µM;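 active = inhibition above 20%; inactive = inhibition below 20%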;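 also: preformed 24 hr biofilms exposed to compound for 48 hr; 0% = biofilm without compound and 100% = blank killed by clotrimazole plus chlorhexidine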
cytoskel mod: modifiers of cytoskeleton assembly; HUVEC TNFa F-actin phalloidin imaging, high content; inhibition, % at 2 µM; actives 0.18% (n = 91,000); AID 836;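 active = inhibition above the batch mean plus 3 SD and confirmed as a hit by visual image inspection, cut at about 30% in these data, passing the limit was not always enough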; also: strong numbers were not always called active
LYP inh 2: blocks human PTPN22 phosphatase activity | Q9Y2R2 | recombinant LYP catalytic domain, DiFMUP fluorescence | inhibition, % at 2 µM | actives 0.21% (n = 96,000);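 active = inhibition at 2 µM at or above a set limit, the screen mean plus 3 SD, cut at about 24% in these data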;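 also: 0% = DMSO with enzyme and 100% = enzyme fully blocked by orthovanadate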
Target sequence (Q9Y2R2 whole entry, looked up, the tested form may be a part): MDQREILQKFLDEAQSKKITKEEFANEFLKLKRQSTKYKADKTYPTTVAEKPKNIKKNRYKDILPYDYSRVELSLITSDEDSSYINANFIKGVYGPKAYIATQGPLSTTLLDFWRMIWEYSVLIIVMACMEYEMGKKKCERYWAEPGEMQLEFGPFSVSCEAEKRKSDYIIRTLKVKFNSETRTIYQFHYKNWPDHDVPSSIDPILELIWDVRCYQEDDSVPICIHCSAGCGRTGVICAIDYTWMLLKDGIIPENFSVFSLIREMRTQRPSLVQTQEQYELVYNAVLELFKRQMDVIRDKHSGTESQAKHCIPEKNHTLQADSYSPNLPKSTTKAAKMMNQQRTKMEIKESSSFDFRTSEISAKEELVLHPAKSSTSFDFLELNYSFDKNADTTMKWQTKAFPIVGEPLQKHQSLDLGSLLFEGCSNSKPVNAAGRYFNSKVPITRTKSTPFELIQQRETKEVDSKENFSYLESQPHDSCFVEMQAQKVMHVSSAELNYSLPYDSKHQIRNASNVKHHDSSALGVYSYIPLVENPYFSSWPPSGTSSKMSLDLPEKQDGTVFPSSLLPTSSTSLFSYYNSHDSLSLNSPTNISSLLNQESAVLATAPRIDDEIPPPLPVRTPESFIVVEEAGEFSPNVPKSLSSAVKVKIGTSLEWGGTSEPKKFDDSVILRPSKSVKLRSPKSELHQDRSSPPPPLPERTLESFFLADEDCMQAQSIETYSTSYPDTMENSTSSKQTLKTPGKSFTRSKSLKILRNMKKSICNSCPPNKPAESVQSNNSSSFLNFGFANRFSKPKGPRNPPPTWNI
* = called active by the depositor; · = no result given; [ ] = remark or other dose. Not all compounds are listed; rates above refer to the full screens.

SMILES	IL1B cytotox	hDAT+cocaine	TNFa cytotox	VCAM1 TNFa inh	MT1-MMP txn act	Smad3 FoxH1 inh	Calb biofilm kill	cytoskel mod	LYP inh 2
Cc1noc(/C=C/N(C)C)c1S(=O)(=O)N1CCCC(C(=O)NCc2ccco2)C1 (stereo unspecified)	-5	0.82	-6	3	1.1	4	0	-8	7
Cc1cc(NC(=O)c2cccc(F)c2)ncc1NC(=O)c1ccco1	6	0.22	-1	5	1	-13	6	2	-4
O=C(c1cccc(F)c1)N1C2C=CC(C2)C1(C(F)(F)F)C(F)(F)F (stereo unspecified)	-29	-1.2	-25	6	1.2	4	1	2	3
O=c1c([N+](=O)[O-])cc(C(F)(F)F)cn1Cc1c(Cl)cccc1Cl	-12	·	4	-16	·	·	·	-17	-6
COc1cccc(C(=O)Nc2ccc(NC(C)=O)cn2)c1	24	0.41	-4	-14	1.4	-4	6	-3	1
COc1ccccc1OCc1ccc(C(=O)NCc2ccco2)o1	-28	0.76	-19	-23	1.1	23	4	0	2
Nc1cc(N)cc(-c2nc3ccccc3[nH]2)c1	-30	-1.2	-33	8	1.4	8	4	-2	2
CCOC(=O)c1c(C)n(C)c2ccc(O)c(CN(C)C)c12	-3	-0.19	-21	11	0.9	·	·	-55	-4
COC(=O)c1ccc2ccn(CC(=O)NC(C)C)c2c1	4	-0.68	-26	15	1.1	-4	5	-2	-5
CC(OC(=O)C1CCN(S(=O)(=O)c2ccc(Cl)cc2)CC1)C(=O)N1CCc2ccccc21 (stereo unspecified)	30	-0.33	12	27	1.2	-19	-3	10	11
CCOC(=O)c1cccc(NC(=O)CSc2nnnn2CC)c1	-11	1	-29	-3	1	2	0	5	5
CC(=O)c1cc(-c2nc3ccccc3n2C)n(C)c1	13	0.87	0	4	1.1	-5	5	2	3
Cc1cc2ccccc2n1CCNC(=O)Cc1cccc2ccccc12	8	1.1	-16	13	·	4	7	-20	-4
CCOC(=O)N1CCC(NC(=O)c2cc3c(-c4ccc(OC)c(OC)c4)nn(C)c3s2)CC1	·	-0.52	·	·	1.1	1	6	·	·
CCC(C(=O)Nc1ncn[nH]1)(C(F)(F)F)C(F)(F)F	-10	-0.95	-12	1	·	·	·	-7	-26
COCCNC(=O)C(c1ccccc1C)N(C(=O)Cn1nnc2ccccc21)c1cccnc1 (stereo unspecified)	8	-0.0039	17	2	1.1	5	14	-12	4
CCc1ccc(NC(=O)CCNS(=O)(=O)c2cccc3nonc23)cc1	·	0.46	·	·	1.1	11[fluorescence artefact?]	0	·	·
COc1ccc(NC(=O)Nc2cc(C)ccc2OC)cc1	-22	0.8	-11	2	1	1	4	6	-6
COc1ccccc1NC(=O)NC(=O)N(C(C)C)S(C)(=O)=O	1	-0.076	1	-10	1.1	5	5	-4	6
CCOC(=O)c1cnn(-c2c(Cc3ccccc3)c(C)nc3c(-c4ccccc4)c(C)nn23)c1N	13	-0.24	9	2	1	-10	7	-14	5
CC(O)c1cccc(NC(=O)CCC(=O)O)c1 (stereo unspecified)	-1	-0.72	-17	-10	1	-7	8	5	9
CN=c1scc(C)n1/N=C/c1ccc(O)cc1O	-9	-0.095	-20	-11	0.3	·	·	-13	-2
COc1ccc(NC(=O)CSc2nnc(-c3ccccn3)n2N)cc1	0	2.5*	3	-17	1.1	4	8	-15	-2
CCN1CCN(CC(=O)Nc2cc(F)ccc2C)CC1	4	-0.87	0	10	1.1	-6	8	-12	-8
O=C(Nc1ccc(C(F)(F)F)cc1)C1CC(=O)N(c2ccc3c(c2)OCCO3)C1 (stereo unspecified)	4	1.7	-22	10	1.3	3	3	·	9

Next structures.
SMILES	IL1B cytotox	hDAT+cocaine	TNFa cytotox	VCAM1 TNFa inh	MT1-MMP txn act	Smad3 FoxH1 inh	Calb biofilm kill	cytoskel mod	LYP inh 2
N=C1C(c2ccc(Br)cc2)=C(O)C2CCc3ccccc3N12 (stereo unspecified)	-24	0.15	-17	-15	1.3	5	8	1	0
Cc1nn(C(=O)c2ccco2)c(C)c1CN1C(=O)c2ccccc2C1=O	1	-1.2	·	·	1.1	1	2	·	8
CC1=CC(C)(C)N2C(=O)C3(C(C#N)=C(N)Oc4cc(O)ccc43)c3c(C)c(C)cc1c32 (stereo unspecified)	-6	2.6*	-18	13	1	12	1	-12	3
N#CC1=C2SCC(O)(c3ccccc3)N2C(=O)CC1c1cccs1 (stereo unspecified)	0	-0.56	17	17	·	·	·	35*	-7
O=C(OCC(=O)N1CCOCC1)c1ccc[nH]c1=O	-14	-0.23	-11	-7	1	-3	3	-4	-2
CCCn1nnc(NC(=O)Cc2ccccc2)n1	-9	0.27	-15	17	1.1	3	9	5	10
Clc1ccc(COn2c(-c3ccc(Cl)cc3Cl)nc3ncccc32)cc1	-9	1.9	-20	12	·	-11	11	2	-4
O=C(COC(=O)c1cnccn1)c1ccc(OC(=O)c2ccccc2)cc1	15	-0.82	11	12	1.4	-6	16	-18	-1
CCCN(CCC)C(=O)Cn1ccc(=N)c2ccccc21	39	-0.94	-4	-7	1.2	6	4	6	-2
COc1cccc(NC(=O)COC(=O)c2ccco2)c1	-18	-0.14	4	-10	1.1	0	2	-2	-5
Cc1ccc(S(=O)(=O)Nn2c(C)ccc2C)cc1	3	0.45	-28	-12	1.3	13	6	-6	-3
COC(=O)c1cc(OC)c(OC)c(OC)c1N	·	0.16	·	·	1.1	12	9	·	·
CCOC(=O)C1CCCN(C(=O)c2ccc3c(c2)NC(=O)C(N2CCOCC2)S3)C1 (stereo unspecified)	8	-0.018	-26	0	1.1	·	·	23	-24
CC(=O)Nc1ccc(S(=O)(=O)NC(CC(=O)NCCc2ccccc2)C(C)C)cc1 (stereo unspecified)	1	0.29	-21	7	·	-6	0	-2	-4
CC(SCc1ccccc1)C(=O)Nc1ccc2c(c1)OCO2 (stereo unspecified)	-4	-1.1	-30	8	1.7	6	1	5	1
CCOC(=O)C1CCCN(S(=O)(=O)c2cc(Br)cc3c2N(C(=O)C2CC2)CC3)C1 (stereo unspecified)	·	0.52	·	·	1	-3	2	·	·
C=CCn1c(C)cc(C)c(C#N)c1=O	-21	-0.71	-17	1	·	·	·	-11	-5
COC(=O)c1c(NC(=O)Cc2cccs2)sc2c1CCCC2	8	-0.013	-17	-21	1.4	0	-2	38	1
COC(=O)c1cc2sccc2n1CC(=O)Nc1cc(OC)cc(OC)c1	15	-0.23	-11	-10	1.2	·	·	-14	-12
CCOc1ncccc1C(=O)Oc1ccc2c(c1)OCO2	-84	0.68	-14	10	1.2	-4	-3	32	6
O=C(CCNC(=O)Cn1ccc2ccccc2c1=O)NCCN1CCN(c2ccccc2F)CC1	-12	0.45	-13	6	0.9	9[fluorescence artefact?]	7	0	-2
Cc1nn(S(=O)(=O)N2CCCCC2)c(C)c1Br	-29	0.14	-10	-5	1	0	3	9	13
COc1ccc(NC(=O)CSc2[nH]c(=O)cc(C)c2C#N)cc1OC	-38	1.5	5	15	1.2	-6	4	-2	-16
N#CC1=C(N)n2c(s/c(=C\c3ccco3)c2=O)=C(C#N)C1c1ccco1 (stereo unspecified)	3	0.85	4	30	1.3	5	12	-3	-1
CCCOc1ccc(C(=O)N2CC3(CC(c4cccc(NC(=O)[C@@H]5CCC(=O)N5)c4)=NO3)C[C@H]2C(=O)NC2(C(N)=O)CC2)cc1 (stereo partly specified)	-22	-1.2	-14	16	·	·	·	8	6

Additional structures follow.
SMILES	IL1B cytotox	hDAT+cocaine	TNFa cytotox	VCAM1 TNFa inh	MT1-MMP txn act	Smad3 FoxH1 inh	Calb biofilm kill	cytoskel mod	LYP inh 2
Oc1ccc2oc3c(c2c1)CCCC3	5	0.055	18	29	1.2	11[fluorescence artefact?]	4	-14	-8
C=CCNc1nc(-c2cccc(OC)c2O)nc2ccccc12	-11	-0.7	-4	10	1.2	-1	5	8	-15
Cc1cc(NCCNC2=CC(=O)CCC2)nc2ccccc12	-37	0.63	13	11	1.2	·	·	-16	-11
COc1ccccc1-c1nnc(NC(=O)c2ccccc2F)o1	-52	0.51	-5	-4	1	8	5	-3	-11
CC(C)(C)c1ccc(C(=O)CC(=O)c2cc(Cl)ccc2O)cc1	4	-1.2	-15	-6	1	4	3	-16	-2
CN(C(=O)/C(N=Nc1cccc(C(F)(F)F)c1)=C(\O)C(F)(F)F)c1ccccc1	-20	-0.9	12	-6	·	·	·	10	16
Cc1nc2ccccc2c2c1C(=O)N(CCC1=CCCCC1)C2=O	26	0.99	24	-3	0.9	0	5	-15	23
Cc1cccc(NC(=O)C(NS(=O)(=O)c2ccc3c(c2)CCC(=O)N3)c2ccccc2)n1 (stereo unspecified)	-12	0.15	-20	1	1.2	-2	7	-16	2
CCCCOC(=O)C1=C(C)Nc2ncnn2C1c1cc(OC)ccc1OC (stereo unspecified)	38	1.7	-4	4	1	18[fluorescence artefact?]	5	-9	-4
CC(=O)Nc1cc(C(=O)N2CCOCC2)ccc1S(=O)(=O)c1ccc(C)cc1	-7	2.2	-14	-10	1.1	-3	-2	-20	0
COc1ccc(S(=O)(=O)N2CCN(C(=O)NCc3ccccc3)CC2)cc1	9	-0.018	29	-12	1.1	8[fluorescence artefact?]	0	-4	14
Cc1cccc(N(C(=O)CNC(=O)c2cccs2)C(C(=O)NC2CCCC2)c2cccnc2)c1 (stereo unspecified)	-23	0.63	-4	4	·	·	·	-4	1
CCc1ccc(C(=O)COC(=O)CNC(=O)c2ccc(N3C(=O)c4ccccc4C3=O)cc2)cc1	4	0.4	-1	-8	·	·	·	12	-3
CC(=O)N(c1ccc(Cl)cc1)c1c[nH]c2ccccc12	-50	0.041	-32	-5	1.3	-8	0	-47	0
COC(=O)c1cc(NC(=O)C23CCC(C)(C(=O)O2)C3(C)C)cc(C(=O)OC)c1 (stereo unspecified)	-7	-1.2	-8	10	1.2	-2	-5	11	0
CCC(C)NC(=O)CSc1nnc(-c2ccncc2)n1-c1ccc(OC)cc1 (stereo unspecified)	-39	-0.45	-17	12	1.1	-1	1	17	-10
CCOC(=O)C(C)c1nc2ccccc2[nH]c1=O (stereo unspecified)	43	0.06	-1	-3	0.9	7	2	0	-11
Cc1nc2ccc3nc(NC(=O)c4ccco4)sc3c2s1	0	-0.47	4	-17	·	36[fluorescence artefact?]	2	-14	-1
Cc1cc(NC(=O)Cc2ccccc2)nc2c1c(=O)oc1ccccc12	14	-0.019	-29	0	·	·	·	1	-8
CCOc1ccc(S(=O)(=O)n2cnc3cc(C)c(C)cc32)cc1	-30	-0.0081	-10	3	1.2	-1	2	-8	1
Cc1cc(NC(=O)c2cc(C3CC3)on2)no1	·	-0.54	·	·	1.4	1	13	·	·
Cc1cc(C)c2cc3c(N)c(C(=O)N4CCc5ccccc5C4)sc3nc2c1	-26	0.16	-4	5	·	·	·	11	14
CC(C)NC(=O)/C(=C\c1cccc([N+](=O)[O-])c1)NC(=O)c1ccccc1	-6	0.25	-18	5	·	·	·	19	5
O=C(CSc1nc2ccccc2n1S(=O)(=O)c1ccccc1)N1CCCCC1	16	0.028	10	6	·	·	·	2	12
O=C(NCc1ccco1)C12CN(Cc3ccccc3)CC1C(c1cccc([N+](=O)[O-])c1)=NO2 (stereo unspecified)	15	0.38	2	7	·	·	·	12	-2
CCOC(=O)C1CCCN(C/C(O)=C(\C#N)c2nc(-c3ccc(Cl)cc3)cs2)C1 (stereo unspecified)	-3	0.93	-35	3	1.1	4	2	6	-13
O=C(Cc1c[nH]c2ccccc12)N1CCc2ccccc21	-14	0.69	-1	-13	1.6	-8	3	-1	2
CCc1nnc(N/N=C/c2ccccc2Cl)n1N	-26	0.19	-5	1	·	·	·	-14	-1
